Dynein transport = dynein cargo transport inhibition; 3617.4 mouse cells, GR-EGFP nuclear translocation imaging; test concentration mostly 20 µM; stimulated with dexamethasone, 1 µM; active compounds read low; z-score, hits read low; 220,000 tested, 0.47% active; AID 1381;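 active means plate z-score of nuclear minus cytoplasmic receptor signal below a set negative limit, without overly bright fluorescence or cell loss, cut at about -3.5 in these data, passing the limit was not always enough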;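 further: z-score of nuclear minus cytoplasmic ring GR-EGFP intensity difference per well; some compounds called inactive have numbers as strong as hits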
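Buffer or medium: tet-free medium with charcoal-stripped serum / Also added: dexamethasone agonist, 1.0 µM final, for 30 min / Timing: induction 48 h, compound 1 h, agonist 30 min / Measured by: high-content fluorescence imaging after fixation / Read-out: nuclear-to-cytoplasmic GR-EGFP distribution per well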
MT stabilizer = microtubule stabilizers in HeLa cells; % tubulin-high responders, % at 10 µM; 200,000 tested, 0.83% active; HeLa tubulin immunostaining HCS, 24 h; share of cells brighter than vehicle mean+2SD; AID 2205;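 active means plate Z-score above 3 for both tubulin-high and condensed-nucleus cell shares, with cell loss under 80%, at 10 µM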;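 further: anti alpha tubulin signal scored within the nucleus-defined area of each cell; some results filed as inactive read as strong as hits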
T cell HTS = modulates CD8 T cell binding to vesicles; 2C CD8+ T cell-vesicle binding, flow cytometry; active compounds read low; calls only at 7 µM; 330,000 tested, 0.068% active; AID 2052;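 active means response, share of CD8 T cells binding vesicles, and their 90th percentile fluorescence all below set limits, cut at about 80% in these data, passing the limit was not always enough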
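Test system: purified 2C TCR transgenic mouse naive CD8+ T cells. Probe or stimulus: QL9-peptide-loaded Drosophila micro-vesicles bearing Ld, ICAM-1 and B7-1. Incubation: binding step 1.5 h, 37 °C, antibody labelling 20 min, ice. Measured by: flow cytometry of vesicle-bound cells.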
PMI inhibitors = inhibitors of human PMI, primary screen, biochemical, fluorescence intensity, coupled assay (AID 1209) | 190,000 tested, 0.42% active | inhibition, % at 20 µM, or IC50 in µM where a hit was titrated | purified PMI enzyme, coupled fluorescence intensity; higher % means a stronger effect; in the data active means inhibition above about 50%;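 further: plate controls were DMSO vehicle for no effect and wells lacking substrate for full effect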
bCat nuc transl = modulators of beta-catenin nuclear translocation; AID 1665; 190,000 tested, 0.3% active; HeLa beta-catenin nuclear translocation, immunofluorescence imaging; nuclear translocation activity, % at 5 µM;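 active means nuclear translocation activity above 50% at 5 µM, with a well cell count of 50 or more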;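 further: per-cell ratio of nuclear to cytoplasmic median beta-catenin stain intensity; plate controls were DMSO negative control for no effect and GSK-3 inhibitor IX positive control for full effect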
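Test system: human HeLa cell line; Doses: 5 µM primary, 0.02–20 µM confirmation; Incubation: 24 h compound exposure, 37°C; Detection: beta-catenin immunofluorescence imaging with DAPI; Read-out: beta-catenin nuclear/cytoplasmic ratio, % activation.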
Myeloid diff MLP = compounds promoting myeloid differentiation; ER-HoxA9 myeloid progenitors, lysozyme-GFP differentiation, flow cytometry; calls only at 10 µM; 360,000 tested, 1% active;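 active means normalized GFP-positive differentiation at or above the plate's own cutoff, the solvent-only control mean plus 3 SD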;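 further: cells exposed to compound for four days before flow analysis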
Insulin prom up = MIN6 insulin promoter up-regulation; MIN6 insulin promoter-GFP reporter, high-content imaging; active compounds read high; z-score at 5 µM; 190,000 tested, 0.3% active;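 active means z-score above 3 at 5 µM with at least 500 cells counted in the well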
Lipid droplet = hepatic lipid droplet formation modulation; 240,000 tested, 0.4% active; AML12 mouse hepatocytes, oleate lipid droplets, BODIPY imaging; inhibition, % at 6.5 µM;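 active means lipid droplet intensity inhibited by at least 50%, with more than 500 cells counted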
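System: AML12 hepatocytes (mouse). Probe or stimulus: oleic acid at 100 µM to induce lipid droplet formation. Times: overnight treatment with compound plus oleate. Detection: Image-based BODIPY and DAPI two-channel analysis. Evaluation: percent inhibition of filter-corrected integrated lipid droplet intensity per well.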
TNAP activators = stimulation of alkaline phosphatase TNAP activity – biochemical, luminescent, no phosphate acceptor, uHTS, primary screen (AID 1001). purified TNAP, luminescent activation assay, no phosphate acceptor; higher activation fold means a stronger effect. activation fold at 20 µM; hits with a dose series show EC50 in µM. 200,000 tested, 0.03% active; in the data active means activation fold from about 3, or a potency from the dose series; inactive means the rest, 99 in 100 with activation fold below about 1.6; further: many of its hits are not listed in these tables
Dynein transport cytoplasmic EGFP = also measured in Dynein transport; calls as there; z-score; measured here: cytoplasmic GR-EGFP intensity; active compounds read high
Dynein transport nuclear GR-EGFP = recorded beside Dynein transport, whose call it bears; z-score; measured here: nuclear GR-EGFP intensity;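 lower value marks the stronger effect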
Dynein transport cell count = also measured in Dynein transport; calls as there; z-score; measured here: cell count per field
Insulin prom up cell count = recorded beside Insulin prom up, whose call it bears; cell count; measured here: cytotoxicity, nuclei count;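 total cells summed across four imaged fields per well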
Lipid droplet cells 6.5 µM = also measured in Lipid droplet; calls as there; cell count; measured here: cell count, cytotoxicity flag;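 cells counted across two imaged fields per well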
bCat nuc transl cell count 5 µM = recorded beside bCat nuc transl, whose call it bears; cell count; measured here: cell count, cytotoxicity flag
T cell HTS vesicle-bound % = recorded beside T cell HTS, whose call it bears; double positive events, %; measured here: CD8+ vesicle-bound cell fraction;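 binding gate set so that unloaded-vesicle control wells show 10% double positive cells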
MT stabilizer Hoechst-high % = also measured in MT stabilizer; calls as there; % Hoechst-high responders; measured here: nuclear condensation Hoechst responders;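 share of cells brighter than vehicle mean plus two SD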
MT stabilizer cytotoxicity % = also measured in MT stabilizer; calls as there; toxicity, %; measured here: cytotoxicity by cell density;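 0% = mean cell density of plate MIN control wells and 100% = no cells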
Myeloid diff MLP GFP+ MAC1+ % = further read-out of Myeloid diff MLP, marked with its call; GFP+ MAC1+ double positive, %; measured here: differentiation confirmed by MAC1 staining
An asterisk follows results filed as active; i = inactive; nt = no result given.

Fields: Dynein transport	Dynein transport cytoplasmic EGFP	Dynein transport nuclear GR-EGFP	Dynein transport cell count	MT stabilizer	MT stabilizer Hoechst-high %	MT stabilizer cytotoxicity %	T cell HTS	T cell HTS vesicle-bound %	PMI inhibitors	bCat nuc transl	bCat nuc transl cell count 5 µM	Myeloid diff MLP	Myeloid diff MLP GFP+ MAC1+ %	Insulin prom up	Insulin prom up cell count	Lipid droplet	Lipid droplet cells 6.5 µM	TNAP activators
1) O=C(O)Cc1coc2cc3c(cc12)CCC3
    1	-0.2	0.11	-0.26	2.7	2.1	1.0	i	33	-4%	-1.6	1085	i	0.6	-0.09	1615	-7	668	1.1
2) O=Nc1c(O)n(Cc2ccc(Cl)cc2Cl)c2ccccc12
    0.44	-0.16	0.044	-0.89	1.8	1.7	1.7	i	33	26%	1.0	1415	i	0.7	1.6	1532	nt	nt	1
3) C=CCSc1nc(NC)c2sccc2n1
    0.026	-0.22	-0.18	0.2	1.2	1.0	5.0	i	44	2%	-1.1	1402	i	1.7	-0.75	1636	nt	nt	1
4) OC(CN1C2=NCCN2c2ccccc21)c1ccccc1 (stereo not drawn)
    -0.94	-0.19	-0.25	0.27	5.5	2.5	2.4	nt	nt	-3%	-3.6	938	i	1.4	-0.04	1263	nt	nt	1.1
5) O=C(Nc1ccc(N2CCCCC2)cc1)c1ccc(F)cc1F
    -0.0016	-0.29	-0.11	0.16	nt	nt	nt	i	26	nt	-2.0	1102	i	0.1	0.41	1408	0	724	nt
6) CN1c2ccccc2C(O)=C(C(=S)Nc2ccc(F)c(Cl)c2)S1(=O)=O
    -0.76	0.027	-0.61	1	1.5	1.6	12	i	39	1%	-0.1	1088	i	0.7	-0.48	1807	-8	667	1.1
7) O=S(=O)(Nc1cc(Cl)ccn1)c1ccc(Cl)cc1
    1.3	-0.075	0.71	-0.64	4.8	2.2	5.9	i	38	6%	nt	nt	i	0.9	nt	nt	0	770	1
8) CSC(=NC#N)N1CCN(c2ccc([N+](=O)[O-])cc2)CC1
    1.2	-0.048	0.79	-0.84	4.2	1.6	4.9	i	61	4%	0.3	1402	i	0.9	-0.62	1408	-6	645	0.9
9) Cc1cc(Oc2ccccc2)nc(SCC(=O)Nc2ccccc2)n1
    2.6	0.0099	1.5	-2	1.6	1.2	6.0	i	53	-12%	nt	nt	i	0.6	-0.65	993	9	775	1
10) Cc1[nH]c2ccccc2c1C(=O)CSc1nc2ccccc2[nH]1
    0.28	-0.13	0.87	0.0016	2.3	1.4	2.6	i	38	8%	-2.8	1351	i	1.3	0.09	1567	nt	nt	1.1
11) Cc1nnc(OCC(=O)NCCC2=CCCCC2)c2ccccc12
    0.3	0.62	0.59	0.43	1.3	1.0	9.9	i	20	12%	-3.1	1179	i	2.2	0.75	789	-15	770	1.1
12) Cc1ccc(C(C#N)c2ccc3c(C(F)(F)F)cc(C(F)(F)F)nc3n2)cc1 (stereo not drawn)
    0.39	-0.1	0.13	-0.69	6.5	2.2	16	i	55	8%	0.6	863	i	0.9	0.87	1257	nt	nt	0.9
13) O=C(CN1CC(=O)Oc2ccccc21)NCc1ccco1
    -0.28	-0.2	0.17	0.18	1.1	1.4	0.2	i	47	14%	0.3	1385	i	0.8	0.29	1487	nt	nt	1.2
14) c1ccc(C(Cc2nc(-c3ccncc3)no2)c2ccccc2)cc1
    0.16	-0.18	0.37	-0.48	2.6	2.0	8.2	i	37	4%	nt	nt	i	1.7	1.3	1330	-9	668	1
15) CCOc1cc(/C=C\[N+](=O)[O-])ccc1OCC(=O)N1CCOCC1
    -5.7*	1.5*	-2.6*	-0.32*	2.7	2.9	11	i	19	4%	1.1	1056	i	0.2	0.87	998	2	666	1

Remaining list, next part
Fields: Dynein transport	Dynein transport cytoplasmic EGFP	Dynein transport nuclear GR-EGFP	Dynein transport cell count	MT stabilizer	MT stabilizer Hoechst-high %	MT stabilizer cytotoxicity %	T cell HTS	T cell HTS vesicle-bound %	PMI inhibitors	bCat nuc transl	bCat nuc transl cell count 5 µM	Myeloid diff MLP	Myeloid diff MLP GFP+ MAC1+ %	Insulin prom up	Insulin prom up cell count	Lipid droplet	Lipid droplet cells 6.5 µM	TNAP activators
16) CC(C)(C)NCC(O)COc1ccccc1C(C)(C)C (stereo not drawn)
    0.21	-0.28	0.75	0.32	3.0	3.0	9.2	i	40	1%	-7.1	1020	i	4.8	0.33	1118	nt	nt	1.1
17) Cc1ccccc1-c1nc(CN2CCC(C(=O)NCc3ccco3)CC2)c(C)o1
    -0.68	-0.18	-0.28	0.26	1.5	1.6	6.0	i	14	6%	0.0	877	i	1.9	-0.54	1237	nt	nt	1.1
18) CCCn1c(S(=O)(=O)O)nc2ccccc21
    0.37	-0.19	0.61	0.47	nt	nt	nt	i	32	nt	0.3	1288	i	0.2	0.61	1137	-1	715	nt
19) COCCn1nnnc1C(CC(C)C)N1CCN(c2ccccc2)CC1 (stereo not drawn)
    -0.92	-0.26	-0.7	0.79	2.8	2.7	8.9	i	9	27%	-4.6	572	i	1.1	nt	nt	-4	736	1.1
20) O=C(O)C1CC=CCC1C(=O)N1CCCC1 (stereo not drawn)
    0.54	-0.21	0.44	-0.39	1.6	1.6	7.2	i	43	-2%	-0.8	1165	i	1.1	0.48	1245	nt	nt	1.1
21) Cc1nnsc1SCCNC(=O)Nc1ccc(Cl)cc1
    -0.054	-0.33	0.68	-0.72	3.8	2.0	11	i	19	4%	2.6	797	i	0.3	-1.3	1323	-26	626	1.1
22) CSc1ccc(/C=N/N2CCN(Cc3ccc(C)cc3C)CC2)cc1
    -0.58	-0.25	-0.0015	0.46	5.0	4.1	6.4	i	59	5%	0.8	1544	i	0.9	-0.24	1389	-1	695	1.1
23) CC(=O)Nc1ccc(SC[C@H](CC(C)C)N2CCN(CC(C)C)CCC2=O)cc1
    0.21	-0.8	0.12	-0.058	nt	nt	nt	i	24	nt	-2.0	1216	i	0.2	nt	nt	0	700	nt
24) N#C/C(=C\c1ccc(F)cc1)c1n[nH]c(Cn2cncn2)n1
    1.3	-0.14	0.99	-0.47	1.9	1.4	8.8	i	60	0%	3.1	1217	i	0.7	-0.15	976	2	743	1.1
25) CC(C)C(=O)NC(C)C(c1cccs1)N1CCOCC1 (stereo not drawn)
    -1	0.049	-0.51	1.1	7.6	2.0	4.3	i	29	12%	1.2	1070	i	9.2	0.03	1805	2	552	1.1
26) COc1ccc(C(=O)/C=C/N2CCCCC2)cc1OC
    0.045	-0.23	0.46	0.069	5.7	1.1	1.8	i	44	-6%	-0.4	1014	i	1.8	1	1776	nt	nt	0.9
27) O=C(CSc1ccccc1)N(c1ccc(Br)cc1)c1nccs1
    -0.14	-0.32	-0.33	0.36	2.1	2.6	6.9	i	60	14%	6.9	1037	i	0.3	-0.2	1355	-6	662	1.2
28) CS(=O)(=O)c1ccc(C(=O)Nc2cc(S(C)(=O)=O)ccc2Cl)cc1
    -0.53	-0.25	-0.58	1.1	2.6	2.3	7.4	i	51	6%	-0.9	1039	i	0.3	-0.3	1528	-25	698	1.1
29) C/C=C/Cn1c(Br)nc2c1c(=O)n(C)c(=O)n2C
    -0.74	0.16	-0.016	0.36	4.5	1.8	3.6	i	37	12%	-5.0	1149	i	8.6	0.03	1188	2	767	1.1
30) Cc1cc(N/C=C/C(=O)c2cccs2)ccc1F
    -0.44	-0.26	-0.15	0.48	1.7	1.5	9.2	i	23	1%	-3.6	1016	i	0.3	-0.71	1666	-2	685	1.1
31) FC(F)(F)c1ccccc1NC(=S)NN1CCOCC1
    0.29	-0.17	0.27	-0.8	4.5	1.7	2.5	i	35	-4%	nt	nt	i	1.4	-0.31	980	nt	nt	1.2
32) O=C(Nc1cc(N2CCCCC2)ncn1)c1ccccc1
    -1	-0.35	-0.56	1.4	4.2	1.8	4.5	i	56	5%	-0.3	1500	i	0.1	nt	nt	3	604	1.1
